LEDGF integ inh – blockers of LEDGF/p75-dependent integrase strand transfer – biochemical, TR-FRET, high throughput, primary screen; TR-FRET IN-LEDGF/p75 DNA integration, Eu/Cy5; inhibition, % at 3.7 µM; 0.64% of 370,000 active;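 active means inhibition above the screen-wide mean plus 3 SD, cut at about 13% in these data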;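 further: signal is the Cy5 over europium emission ratio at 671 and 618 nm; 0% = plate median of compound wells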
HTRA1 inhibitor – HTRA1 serine protease inhibitors, primary screen, biochemical, fluorescence polarization, HTS | AID 504803, 2011 | 0.5% of 340,000 active | inhibition, % at 5.96 µM | recombinant HTRA1, FP-rhodamine activity-based probe | Q92743; in the data active means inhibition above about 36%;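 further: 0% = enzyme with DMSO and 100% = wells lacking enzyme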
Target sequence (Q92743 whole entry, looked up): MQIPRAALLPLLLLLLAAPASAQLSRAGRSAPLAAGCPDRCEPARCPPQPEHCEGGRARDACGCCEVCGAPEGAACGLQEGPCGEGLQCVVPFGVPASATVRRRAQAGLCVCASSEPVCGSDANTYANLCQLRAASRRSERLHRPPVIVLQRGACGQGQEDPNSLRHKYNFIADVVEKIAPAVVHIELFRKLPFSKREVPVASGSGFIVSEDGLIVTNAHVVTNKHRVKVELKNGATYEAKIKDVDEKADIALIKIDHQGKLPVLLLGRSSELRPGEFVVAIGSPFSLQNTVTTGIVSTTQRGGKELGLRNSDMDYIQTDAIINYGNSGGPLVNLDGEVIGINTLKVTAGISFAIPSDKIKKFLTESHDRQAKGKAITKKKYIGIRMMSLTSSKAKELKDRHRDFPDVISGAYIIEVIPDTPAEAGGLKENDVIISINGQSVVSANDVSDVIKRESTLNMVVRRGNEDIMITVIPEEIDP
TCR-CD3 inh – inhibitors of human TCR-CD3 interaction, primary screen, biochemical, fluorescence, TAMRA-labeled TCR probe. inhibition, % at 9.4 µM. 0.37% of 360,000 active. AID 651800, 2012; in the data active means inhibition above about 19%;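 further: recombinant mutant TCR 2C K166C tagged with TAMRA read by polarization; 0% = receptor in buffer alone and 100% = receptor with positive control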
TDP2 absorb – human TDP2 enzyme inhibitors, primary screen, biochemical, epi absorbance, recombinant enzyme; inhibition, % at 12.8 µM; 0.34% of 370,000 active; AID 720702, 2013; T5PNP hydrolysis, p-nitrophenol absorbance 415 nm;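 active means inhibition above the mean of all tested compounds plus 3 SD, set per campaign, cut at about 25% in these data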;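 further: 0% = DMSO with enzyme and 100% = buffer with substrate but no TDP2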
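test system = human TDP2 enzyme | input = TDP2 enzyme at 120 nM final | medium = 50 mM Tris-HCl pH 7.5 with Mg2+, KCl, DTT, BSA | also added = T5PNP substrate, 5 mM | times = 2 h at 37 °C | technique = epi absorbance | benchmarks = high control without enzyme, low control DMSO plus TDP2 | replication = each compound tested once, singlicate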
GC-B act – human GC-B receptor activators, primary screen, HEK293 GC-B cells, cGMP TR-FRET, EC30 CNP; 0.11% of 370,000 active; Atrial natriuretic peptide receptor 2 (Homo sapiens), P20594; activation, % at 10 µM; 0% at EC30 CNP, 100% saturating CNP;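 active means activation at 10 µM reaching about 35% in either raw or pattern-adjusted values, limit read from the data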
SIAE primary – human SIAE inhibitors, primary screen, biochemical, fluorescence polarization, FP-Rh probe, 1536-well HTS; Sialate O-acetylesterase (Homo sapiens), Q9HAT2; SIAE FP-Rh probe binding; inhibition, % at 9.66 µM; 0.69% of 370,000 active; AID 1053197, 2014;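 active means inhibition above a cutoff: mean of compounds within the control limits plus 3 SD of those, cut at about 17% in these data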;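 further: 0% = plate median of compound wells and 100% = probe without SIAE protein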
PRMT1 FP inh – PRMT1 methyltransferase inhibitors, primary screen, biochemical, fluorescence polarization; Protein arginine N-methyltransferase 1 (Homo sapiens), Q99873; recombinant PRMT1, activity-based probe fluorescence polarization; inhibition, % at 2.79 µM; 1.3% of 370,000 active;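 active means inhibition above about 21% made by adding two undisclosed values, limit read from the data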
Target sequence (Q99873 whole entry, looked up): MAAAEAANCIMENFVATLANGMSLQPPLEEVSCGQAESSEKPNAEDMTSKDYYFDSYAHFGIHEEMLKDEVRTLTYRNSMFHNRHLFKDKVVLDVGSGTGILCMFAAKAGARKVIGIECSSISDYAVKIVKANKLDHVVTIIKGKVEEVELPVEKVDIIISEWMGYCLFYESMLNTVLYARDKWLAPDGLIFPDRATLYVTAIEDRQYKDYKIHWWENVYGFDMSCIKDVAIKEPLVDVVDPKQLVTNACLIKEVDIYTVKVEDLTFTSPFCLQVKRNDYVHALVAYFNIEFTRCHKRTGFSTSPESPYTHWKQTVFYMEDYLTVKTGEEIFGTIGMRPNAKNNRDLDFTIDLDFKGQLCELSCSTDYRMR
mABHD4 FP – ABHD4 inhibitors, primary screen, biochemical, fluorescence polarization, mouse | (Lyso)-N-acylphosphatidylethanolamine lipase (Mus musculus), Q8VD66 | purified mABHD4, FP-Rh probe fluorescence polarization | inhibition, % at 8.92 µM | 0.54% of 370,000 active | AID 720543, 2013;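 active means inhibition exceeding the mean over every tested compound plus 3 SD, cut at about 30% in these data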;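 further: 0% = plate median of compound wells and 100% = S159A mutant with DMSO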
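Doses – 8.92 µM, single dose · Material – wild-type mouse ABHD4 protein · Replication – single well per compound (singlicate) · Measure – percent inhibition of probe binding, normalized to plate controls · Schedule – 45 min compound pre-incubation plus 60 min probe step, 25 °C · Detection – fluorescence polarization with parallel and perpendicular emission, 525/598 nm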
rCAG RNA binder – binders of r(CAG) RNA repeats, primary screen, biochemical, fluorescence; r(CAG) RNA repeat, TO-PRO-1 dye displacement fluorescence; 1.3% of 370,000 active; AID 651821, 2012; inhibition, % at 3 µM;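 active means inhibition above the plate cutoff, the mean of all test compounds on that plate plus 3 SD, cut at about 35% in these data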;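 further: 0% = DMSO alone and 100% = 100 µM mitoxantrone as full dye displacement; higher means more dye released from RNA so lower well fluorescence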
MBD2 inh – inhibitors of MBD2 binding to methylated DNA, primary screen, biochemical, TR-FRET, DNA-binding domain, human; MBD2 binding to methylated oligonucleotide; inhibition, % at 4.4 µM; 0.31% of 370,000 active; AID 686964, 2013; in the data active means inhibition above about 13%
Numbers without * were called inactive; / = no result given. Only part of the results is shown; rates above refer to the full screens.

Start of the listing, in advance (2 entries):
1. Cc1nn(C(=O)c2ccco2)c(C)c1Br
2. COCCCNC(=S)N1CCN(C(c2ccccc2)c2ccccc2)CC1

Compound	1	2
LEDGF integ inh	-2	-3
HTRA1 inhibitor	14	-8
TCR-CD3 inh	12	2
TDP2 absorb	-1	-12
GC-B act	9	-5
SIAE primary	2	1
PRMT1 FP inh	0	2
mABHD4 FP	-1	-4
rCAG RNA binder	-1	-10
MBD2 inh	-5	0

Main list, previewed entries included:
1. Cc1nn(C(=O)c2ccco2)c(C)c1Br
2. COCCCNC(=S)N1CCN(C(c2ccccc2)c2ccccc2)CC1
3. Cc1ccc2nccc(C(=O)N3CCCC(N4CCN(c5ccc(F)cc5)CC4)C3)c2c1 (stereo unspecified)
4. O=C(CCCn1c(=O)c2cccn2c2cccnc21)N1CCN(c2ccccc2F)CC1
5. C[C@H]1COc2cc(Br)ccc2S(=O)(=O)N1Cc1cn(CCC2OCCO2)nn1
6. CCN(c1ccccc1)S(=O)(=O)c1ccc(NC(=S)NC(=O)c2ccc(Br)o2)cc1
7. CC(C)NC(=O)COc1ccc(/C=N/NS(=O)(=O)c2ccccc2)cc1
8. CCC(=O)NC(c1ccc(C)cc1)c1ccc2cccnc2c1O (stereo unspecified)

Compound	1	2	3	4	5	6	7	8
LEDGF integ inh	-2	-3	-2	-3	5	2	2	-1
HTRA1 inhibitor	14	-8	-1	-2	/	4	2	64*
TCR-CD3 inh	12	2	-1	6	/	0	1	-3
TDP2 absorb	-1	-12	7	-3	-1	7	4	-20
GC-B act	9	-5	-1	3	-1	10	3	1
SIAE primary	2	1	1	0	2	-36	-4	16
PRMT1 FP inh	0	2	-3	-1	-5	-4	-1	1
mABHD4 FP	-1	-4	-4	7	-2	-7	1	16
rCAG RNA binder	-1	-10	-8	1	1	13	0	0
MBD2 inh	-5	0	0	-1	8	-1	4	4

9. CCN1CCN(c2nc(Nc3ccc(OC)cc3)nc(N)c2[N+](=O)[O-])CC1
10. O=C(COc1ccccc1)Nc1cc(S(=O)(=O)N2CCOCC2)ccc1N1CCCC1
11. Cc1nnc(NC(=O)C2c3ccccc3Oc3ccccc32)s1
12. O=c1nc(-c2ccccc2)c2cc(SC(F)F)ccc2[nH]1
13. Cc1ccc(C)c(N(CC(=O)Nc2cc(Cl)ccc2Oc2ccccc2)S(C)(=O)=O)c1
14. COc1cccc2c1cc1c(=O)n(CC(=O)N3CCN(c4cccc(C)c4C)CC3)nc(C)n12
15. Cc1ccc(NC(=S)NNC(=O)c2ccc(N3CCOCC3)c([N+](=O)[O-])c2)cc1Cl
16. CCCC(C)NC(=O)c1ccc(F)cc1 (stereo unspecified)

Compound	9	10	11	12	13	14	15	16
LEDGF integ inh	0	1	0	-2	0	-4	0	-1
HTRA1 inhibitor	/	0	-9	4	-51	3	5	6
TCR-CD3 inh	4	-2	-4	-3	-3	8	5	2
TDP2 absorb	2	6	1	18	2	15	1	2
GC-B act	-1	5	1	-5	-20	5	4	3
SIAE primary	-2	3	4	6	-23	-1	11	0
PRMT1 FP inh	-3	2	19	-3	0	2	-2	-2
mABHD4 FP	-2	5	3	0	-32	-3	10	0
rCAG RNA binder	-2	3	3	-1	8	1	80*	0
MBD2 inh	-5	2	4	0	1	-3	0	-1

17. CCCCOCCCNC(=O)C[C@@H]1C[C@@]2(C(=O)OC)CCCCC=C2N(CCc2ccc(OC)c(OC)c2)C1=O
18. O=C(Nc1cccc(O)c1)c1cc(-c2ccccc2Cl)on1
19. COc1ccc(OCC(=O)N2CCN(c3nnc(-c4ccccc4)c4ccccc34)CC2)cc1
20. COc1ccc2[nH]c3c(c2c1)[C@@H]1CCN2C(=O)CCC[C@H](C3)[C@H]12
21. CN(C)c1ncnc2c1ncn2C1OC(CO)C(O)C1O (stereo unspecified)
22. O=C(/C=C/c1ccc2c(c1)OCO2)NCCS(=O)(=O)N1CCN(c2ccc(F)cc2)CC1
23. CCOC(=O)C1=C(C)N=c2s/c(=C\c3ccc(OCC(=O)O)cc3)c(=O)n2C1c1ccccc1OC (stereo unspecified)
24. CCCCn1c(CNC(=O)c2cccs2)nc2ccccc21

Compound	17	18	19	20	21	22	23	24
LEDGF integ inh	-1	-1	-1	0	2	-2	-2	2
HTRA1 inhibitor	/	-58	-12	3	2	0	-18	-8
TCR-CD3 inh	-6	-1	-1	4	-1	1	-1	4
TDP2 absorb	4	9	-8	6	2	3	-4	2
GC-B act	4	-8	2	-1	-5	-6	-5	-4
SIAE primary	0	-22	-1	10	3	-1	-3	2
PRMT1 FP inh	3	-5	-3	4	-4	2	17	1
mABHD4 FP	0	-19	-4	8	-1	6	-12	0
rCAG RNA binder	0	7	-9	2	1	1	31	1
MBD2 inh	3	-2	1	3	-4	1	6	-2

25. O=C(NNS(=O)(=O)c1ccccc1[N+](=O)[O-])c1cccc([N+](=O)[O-])c1
26. C/C(=N\NC(=S)NC(C)C)c1ccc2c(c1)OCCO2
27. COC(=O)c1ccc2c(=O)n3c(nc2c1)SCC(c1ccccc1)=N3
28. CC(C)(C)c1nc2c(Br)cc(Br)cc2c(=O)o1
29. Cc1ccc(SCC(=O)OC(C)C(=O)Nc2ccc(S(N)(=O)=O)cc2)cc1C (stereo unspecified)
30. CN(C)C1=NCCN1CCC1CCCCC1
31. CCOP(=O)(OCC)c1nc(/C=C/c2ccccc2)oc1NCc1ccc(OC)cc1
32. Cc1[nH]n(-c2ccc([N+](=O)[O-])cc2)c(=O)c1C=NCCN1CCN(C(=O)c2ccc(F)cc2)CC1

Compound	25	26	27	28	29	30	31	32
LEDGF integ inh	-2	-4	-2	3	-1	-1	4	-1
HTRA1 inhibitor	-3	4	-1	-4	-5	3	-5	1
TCR-CD3 inh	-2	-4	-3	5	2	0	-3	-1
TDP2 absorb	-5	1	-2	1	4	7	-4	3
GC-B act	2	11	-2	-2	-3	-1	7	4
SIAE primary	10	-4	-1	6	-7	0	4	-7
PRMT1 FP inh	1	2	10	-1	-2	2	-5	3
mABHD4 FP	-2	4	-5	3	-9	-2	-3	-8
rCAG RNA binder	3	2	14	-5	10	1	-3	1
MBD2 inh	-3	5	1	2	1	-6	-5	3

Single records, as listed above. Values in the order: LEDGF integ inh, HTRA1 inhibitor, TCR-CD3 inh, TDP2 absorb, GC-B act, SIAE primary, PRMT1 FP inh, mABHD4 FP, rCAG RNA binder, MBD2 inh
CN(C)C1=NCCN1CCC1CCCCC1 is listed with -1, 3, 0, 7, -1, 0, 2, -2, 1, -6
Cc1ccc(SCC(=O)OC(C)C(=O)Nc2ccc(S(N)(=O)=O)cc2)cc1C (stereo unspecified) is listed with -1, -5, 2, 4, -3, -7, -2, -9, 10, 1

(further entries)
33. CCNC(=O)C1(C)CCN1CCS(=O)(=O)c1ccc(C)cc1 (stereo unspecified)
34. CCc1cc2ccccc2nc1SCC(=O)Nc1cc(C)on1
35. COc1ccc(/C=N/NC(=O)c2cnccn2)c(OC)c1OC
36. COc1ccccc1OCc1ccc(C(=O)N(C)C)o1
37. CN(C)CCn1c2c(c(SCC(=O)Nc3ccccc3C(F)(F)F)nc1=O)CCCC2
38. CCc1ccccc1S(=O)(=O)Cc1ccc(C(=O)NCCc2ccccc2)o1
39. CCCCCCSC1=C(C#N)C(c2ccccc2)CC(=O)N1 (stereo unspecified)
40. COc1cccc(C(=O)C2CCCN(Cc3cccc(-n4cccn4)c3)C2)c1 (stereo unspecified)

Compound	33	34	35	36	37	38	39	40
LEDGF integ inh	5	-1	5	1	4	-1	-4	4
HTRA1 inhibitor	/	-14	-3	4	6	-1	-17	-6
TCR-CD3 inh	7	11	6	-2	0	3	10	-3
TDP2 absorb	-15	1	-10	-5	1	-7	-5	19
GC-B act	-3	3	-3	4	3	2	6	-5
SIAE primary	-10	2	-1	1	-5	-5	-2	1
PRMT1 FP inh	-2	-2	1	2	-2	-2	3	-2
mABHD4 FP	-5	-6	6	6	-2	0	0	-6
rCAG RNA binder	-1	0	0	1	-5	-1	-4	-9
MBD2 inh	3	-3	1	-2	1	-2	-3	2

Five structures out of the list, sorted by length of the SMILES, rising:
36. COc1ccccc1OCc1ccc(C(=O)N(C)C)o1
39. CCCCCCSC1=C(C#N)C(c2ccccc2)CC(=O)N1 (stereo unspecified)
35. COc1ccc(/C=N/NC(=O)c2cnccn2)c(OC)c1OC
33. CCNC(=O)C1(C)CCN1CCS(=O)(=O)c1ccc(C)cc1 (stereo unspecified)
38. CCc1ccccc1S(=O)(=O)Cc1ccc(C(=O)NCCc2ccccc2)o1

Compound	36	39	35	33	38
LEDGF integ inh	1	-4	5	5	-1
HTRA1 inhibitor	4	-17	-3	/	-1
TCR-CD3 inh	-2	10	6	7	3
TDP2 absorb	-5	-5	-10	-15	-7
GC-B act	4	6	-3	-3	2
SIAE primary	1	-2	-1	-10	-5
PRMT1 FP inh	2	3	1	-2	-2
mABHD4 FP	6	0	6	-5	0
rCAG RNA binder	1	-4	0	-1	-1
MBD2 inh	-2	-3	1	3	-2

(further entries)
41. Cc1cc(C(=O)NCCCN2CCN(C3CCCCC3)CC2)n(-c2ccccc2)n1
42. COc1ccc(-n2nc(C(=O)NCC(=O)N3CCN(c4ccccc4OC)CC3)c3ccccc3c2=O)c(OC)c1
43. CS(=O)(=O)N(CC(=O)N1CCCCCC1)c1cc(Cl)ccc1Cl
44. CC(=O)Nc1cccc(Oc2ncnc3scc(-c4ccc(C)cc4)c23)c1
45. N#CCCN1CCN(S(=O)(=O)c2ccc(S(=O)(=O)N3CCOCC3)cc2)CC1
46. O=C(NN1C(=O)CSC1=S)c1cccnc1
47. COc1ccc(-c2nc(SCC(=O)N3CCOCC3)n[nH]2)cc1
48. COc1ccc(C(CNC(=O)COc2cccc(C)c2)N2CCCC2)cc1 (stereo unspecified)
49. OC(c1ccccc1)C1CN(Cc2ccccc2)CCC1(O)c1ccccc1 (stereo unspecified)
50. O=C(CCn1nc(-c2ccc(Cl)cc2)c2ccccc2c1=O)Nc1cccnc1
51. NS(=O)(=O)c1ccc(CCNC(=O)Cc2cccs2)cc1

Compound	41	42	43	44	45	46	47	48	49	50	51
LEDGF integ inh	3	2	0	-3	-1	0	4	1	0	0	-3
HTRA1 inhibitor	1	-4	0	-57	3	/	7	-4	7	-8	5
TCR-CD3 inh	1	0	1	-3	1	-11	-2	-2	10	2	8
TDP2 absorb	5	2	-7	-4	5	-3	5	-8	7	12	-15
GC-B act	-5	-3	-1	58*	6	2	-4	-2	-3	1	-4
SIAE primary	7	-8	-8	-22	4	-26	12	3	-4	-7	0
PRMT1 FP inh	-4	-2	0	4	-6	12	-1	0	0	0	-1
mABHD4 FP	6	-1	3	-25	4	-38	-1	1	-2	-2	0
rCAG RNA binder	-1	-3	-6	2	-1	3	-1	-7	-4	-4	10
MBD2 inh	1	3	5	5	-4	0	-1	-6	1	2	0

Assay outcomes from PubChem.
